Screening data from PubChem BioAssay.
CCHFV vOTU inh – CCHFV vOTU protease inhibitors, primary screen, biochemical, Pep-AMC substrate, fluorescence; Crimean-Congo hemorrhagic fever virus L polyprotein viral ovarian tumor (vOTU) protease …; inhibition, % at 11.5 µM; 370,000 tested, 0.55% active; AID 651958, 2012; in the data active = inhibition above about 30%; note: 0% = vehicle wells with enzyme and 100% = no enzyme wells
MazEF act – activators of E. coli MazEF toxin-antitoxin RNase, primary screen, biochemical, fluorescence, uHTS. Endoribonuclease toxin MazF (Escherichia coli (strain K12)), P0AE70. FAM/BHQ RNA-DNA oligo cleavage fluorescence, 5 h. activation, % at 20 µM. 350,000 tested, 0.32% active; in the data active = activation above about 50%
SSB-PriA inh – inhibitors of Klebsiella pneumoniae PriA binding to SSB C-terminal tail, primary screen, biochemical, AlphaScreen; PriA–SSB C-terminal tail interaction (Klebsiella pneumoniae); AlphaScreen SSBct-PriA binding, biotinylated peptide; inhibition, % at 33 µM; 430,000 tested, 0.6% active; in the data active = inhibition mostly above about 37%, no sharp cut-off; inactive = mostly below about 20%;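 note: plate controls were negative control peptide for no effect and reference peptide for full effect; strong numbers were not always called active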
PrPC surface inh – inhibitors of human cell surface prion protein PrPC, primary screen, cell-based, TR-FRET; Major prion protein (Homo sapiens), P04156; TR-FRET read-out; inhibition, % at 13.8 µM; 370,000 tested, 0.43% active; AID 720596, 2013; in the data active = inhibition above about 24%; note: 0% = median of the test wells and 100% = reference compound wells
TcdB inh – TcdB glycohydrolase inhibitors, primary screen, biochemical, single point, plate reader | Toxin B (Clostridioides difficile), P18177 | TcdB glycohydrolase enzymatic assay | inhibition, % at 9.99 µM | 350,000 tested, 0.24% active; in the data active = inhibition above about 10%
Target sequence (P18177 whole entry, looked up): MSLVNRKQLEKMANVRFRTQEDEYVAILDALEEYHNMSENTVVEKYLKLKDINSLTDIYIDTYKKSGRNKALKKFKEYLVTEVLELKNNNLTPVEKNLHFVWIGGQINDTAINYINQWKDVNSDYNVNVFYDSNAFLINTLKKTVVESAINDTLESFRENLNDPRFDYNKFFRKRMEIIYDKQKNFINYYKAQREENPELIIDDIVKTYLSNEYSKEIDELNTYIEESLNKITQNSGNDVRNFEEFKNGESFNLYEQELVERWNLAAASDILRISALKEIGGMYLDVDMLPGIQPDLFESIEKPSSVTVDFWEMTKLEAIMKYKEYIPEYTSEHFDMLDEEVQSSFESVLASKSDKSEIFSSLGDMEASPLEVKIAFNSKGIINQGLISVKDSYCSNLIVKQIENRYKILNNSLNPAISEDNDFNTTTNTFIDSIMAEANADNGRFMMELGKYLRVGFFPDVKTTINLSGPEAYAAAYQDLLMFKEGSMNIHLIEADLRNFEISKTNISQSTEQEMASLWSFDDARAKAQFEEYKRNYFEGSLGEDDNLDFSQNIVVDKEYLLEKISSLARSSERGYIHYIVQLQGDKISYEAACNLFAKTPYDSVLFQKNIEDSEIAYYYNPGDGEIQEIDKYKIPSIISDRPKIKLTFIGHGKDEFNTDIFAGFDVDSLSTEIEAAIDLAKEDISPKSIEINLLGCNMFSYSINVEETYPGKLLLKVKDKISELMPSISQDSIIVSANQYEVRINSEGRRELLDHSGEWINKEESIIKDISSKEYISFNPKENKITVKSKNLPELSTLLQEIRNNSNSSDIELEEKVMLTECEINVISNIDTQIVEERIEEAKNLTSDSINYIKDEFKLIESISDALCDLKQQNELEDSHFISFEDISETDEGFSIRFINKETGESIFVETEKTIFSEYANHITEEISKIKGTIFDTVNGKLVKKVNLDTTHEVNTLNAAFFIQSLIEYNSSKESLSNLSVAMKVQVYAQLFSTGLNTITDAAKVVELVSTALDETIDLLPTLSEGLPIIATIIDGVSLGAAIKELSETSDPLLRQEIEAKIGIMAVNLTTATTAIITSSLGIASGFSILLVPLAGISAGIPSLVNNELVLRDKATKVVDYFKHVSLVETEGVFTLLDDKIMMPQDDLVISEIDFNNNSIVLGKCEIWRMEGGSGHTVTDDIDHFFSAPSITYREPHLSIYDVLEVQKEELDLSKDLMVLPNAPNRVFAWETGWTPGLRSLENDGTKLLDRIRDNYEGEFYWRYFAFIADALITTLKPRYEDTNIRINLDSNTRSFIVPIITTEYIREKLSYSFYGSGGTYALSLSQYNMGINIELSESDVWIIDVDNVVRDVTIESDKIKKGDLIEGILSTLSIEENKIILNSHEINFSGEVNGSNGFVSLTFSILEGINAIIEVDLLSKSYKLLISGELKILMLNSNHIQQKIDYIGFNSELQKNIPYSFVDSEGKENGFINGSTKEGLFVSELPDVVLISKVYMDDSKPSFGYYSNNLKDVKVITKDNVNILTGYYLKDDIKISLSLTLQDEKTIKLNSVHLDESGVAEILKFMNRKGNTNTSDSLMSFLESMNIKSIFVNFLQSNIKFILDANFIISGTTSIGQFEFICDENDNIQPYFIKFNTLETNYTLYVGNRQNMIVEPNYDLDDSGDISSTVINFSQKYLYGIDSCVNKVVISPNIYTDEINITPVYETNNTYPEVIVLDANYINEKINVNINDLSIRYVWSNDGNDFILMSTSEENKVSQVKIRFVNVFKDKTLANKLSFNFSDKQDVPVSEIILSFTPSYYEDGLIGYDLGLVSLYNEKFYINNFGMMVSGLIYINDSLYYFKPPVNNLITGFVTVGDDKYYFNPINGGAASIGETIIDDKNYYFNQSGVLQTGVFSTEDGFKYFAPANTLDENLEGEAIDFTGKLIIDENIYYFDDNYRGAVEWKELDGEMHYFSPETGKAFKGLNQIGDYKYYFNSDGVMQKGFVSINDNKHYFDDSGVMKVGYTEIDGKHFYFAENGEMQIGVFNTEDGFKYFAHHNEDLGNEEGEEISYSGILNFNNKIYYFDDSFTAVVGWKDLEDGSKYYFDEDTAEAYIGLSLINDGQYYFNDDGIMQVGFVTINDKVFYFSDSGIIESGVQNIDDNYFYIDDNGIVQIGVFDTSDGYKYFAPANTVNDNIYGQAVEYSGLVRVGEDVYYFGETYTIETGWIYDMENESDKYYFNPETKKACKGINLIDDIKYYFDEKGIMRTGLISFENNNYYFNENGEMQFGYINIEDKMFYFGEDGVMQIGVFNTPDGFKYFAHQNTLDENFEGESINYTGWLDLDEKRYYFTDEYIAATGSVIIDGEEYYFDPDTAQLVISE
SARS 3CLpro inh – SARS-CoV 3CLpro protease inhibitors, primary screen, biochemical, quenched FRET; Replicase polyprotein 1ab (Severe acute respiratory syndrome coronavirus), P0C6X7; recombinant SARS-CoV 3CLpro, quenched FRET peptide cleavage; inhibition, % at 6 µM; 290,000 tested, 0.14% active; AID 1706, 2009; in the data active = inhibition above about 12%
Yp Topo-I inh – Yersinia pestis topoisomerase I inhibitors, primary screen, biochemical, cleavage product accumulation, plate reader, single point; AID 504884, 2011; activity, % at 10 µM; 360,000 tested, 0.064% active; Y. pestis Topo-I cleavage product accumulation; in the data active = activity above about 50%, passing the limit was not always enough; note: inactives centre near 2
Vc quorum ag – inducers of Vibrio cholerae quorum light production without autoinducers, primary screen, BH1578 luxS cqsA deficient, single point. V. cholerae BH1578 lux reporter, luminescence, 6 h. activation, % at 18.7 µM. 350,000 tested, 0.16% active; in the data active = activation mostly above about 9.7%, no sharp cut-off; note: not every result past the cut was called active; inactives centre near 0; reference of the scale not given here
Rv3671c inh – Rv3671c serine protease inhibitors, primary screen, biochemical, fluorescence polarization, M. tuberculosis H37Rv. 320,000 tested, 0.048% active. inhibition, % at 5.96 µM; in the data active = inhibition above about 38%;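 note: extracellular domain of Rv3671c used as enzyme; 0% = enzyme with DMSO and 100% = no enzyme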
VHR inh abs – VHR1 phosphatase inhibitors, primary screen, biochemical, absorbance, uHTS; recombinant VHR phosphatase, pNPP absorbance; inhibition, % at 13.3 µM; 290,000 tested, 0.52% active; in the data active = inhibition above about 50%; note: some compounds called inactive have numbers as strong as hits
An asterisk follows results filed as active; i = inactive; . = no result given.

Values in the order – CCHFV vOTU inh, MazEF act, SSB-PriA inh, PrPC surface inh, TcdB inh, SARS 3CLpro inh, Yp Topo-I inh, Vc quorum ag, Rv3671c inh, VHR inh abs
- O=C(c1ccc2c(c1)OCO2)C1CCCN(Cc2ccccc2OC(F)F)C1 (stereo not given)
 : 14, -2, -15, -6, 0.9, -2, 14, -0.1, 2, 19
- Cn1cnc(C(=O)NCc2ccc(CNC(=O)OC(C)(C)C)cc2)c1C(=O)NCc1ccc(CNC(=O)OC(C)(C)C)cc1
 : 11, -2, -10, 7, ., ., 31, -0.7, -31, .
- Cc1cccc([C@@H]2[C@@H]3C(=O)N(C)C(=O)[C@@H]3[C@@H]3C(=O)Nc4ccccc4C(=O)N23)c1
 : -3, 3, -4, -5, -1.1, 5, 4, -0.4, 7, 17
- OC[C@@H]1CN(CCc2ccccc2)C[C@H](n2cnc3c(N4CCOCC4)ncnc32)O1
 : 0, ., ., -4, 0.7, ., 5, -0.7, ., .
- Cc1ccc(NC2=Nc3ccccc3CC2)cc1
 : 13, -1, -1, 9, ., 1, 2, -2.8, 7, 26
- O=C(Cc1ccc(Cl)cc1)N1CCC2(CC1)NCCc1[nH]cnc12
 : 2, 5, 0, -1, 2.9, 4, 2, -0.3, 3, 10
- Cc1ccc(-c2cc(C(=O)Nc3ccc(S(=O)(=O)Nc4onc(C)c4C)cc3)[nH]n2)c(O)c1
 : 0, 1, 6, 2, 0.5, 1, -3, -0.6, -2, 25
- C#CCOc1ccc(C2C3=C(COC3=O)Nc3cc4c(cc32)OCO4)cc1OC (stereo not given)
 : -22, 6, -12, 7, -0.6, 3, -11, -0.9, ., 9
- COc1ccc(CC(CN)c2ccccc2)cc1 (stereo not given)
 : 13, -3, 11, -4, 1.4, -6, 6, i, -5, 1
- CCCn1c(Oc2ccccc2)nc2c1c(=O)n(C)c(=O)n2C
 : -1, -12, -14, 2, 0.5, -1, 4, -0.4, 7, 14
- Cc1ccc2c(CC(=O)OCn3nnc4ccccc4c3=O)coc2c1
 : 17, -2, -21, -2, ., 6, -7, i, -3, 17
- Cc1cccc2c(N=Nc3ccccc3)c(O)[nH]c12
 : -10, 3, -8, -4, -1.7, -2, -1, i, -9, 15
- Cc1cc(C)c(S(=O)(=O)N2CCCCC2CCNC(=O)C(=O)NCCN2CCOCC2)c(C)c1 (stereo not given)
 : 3, 2, -7, 2, 1.5, ., 13, 3.7, 2, .
- C=CCSc1nc2c(sc3nc(C)cc(C)c32)c(=O)[nH]1
 : 7, -5, 1, -2, ., 6, 10, -0.3, -4, 2
- Cc1cc2c(cn1)C(CCC#N)(CCC#N)c1ccccc1-2
 : -7, 2, 2, -1, 1.7, 3, 1, -0.9, -2, -5

Just CCHFV vOTU inh and Yp Topo-I inh, for some of the entries so far:
Molecule	CCHFV vOTU inh	Yp Topo-I inh
OC[C@@H]1CN(CCc2ccccc2)C[C@H](n2cnc3c(N4CCOCC4)ncnc32)O1	0	5
Cc1ccc(NC2=Nc3ccccc3CC2)cc1	13	2
O=C(Cc1ccc(Cl)cc1)N1CCC2(CC1)NCCc1[nH]cnc12	2	2

Additional compounds:
Values in the order – CCHFV vOTU inh, MazEF act, SSB-PriA inh, PrPC surface inh, TcdB inh, SARS 3CLpro inh, Yp Topo-I inh, Vc quorum ag, Rv3671c inh, VHR inh abs
- Cc1cc(NC(=O)c2ccc(C(C)(C)C)cc2)no1
 : -10, 4, -12, 8, 0.2, ., 5, -0.4, ., .
- COC(=O)c1ccc(C(=O)OC)c(NC(=O)COC(=O)c2ccccc2OC)c1
 : -8, -13, 2, -4, 1.3, -2, 0, -0.2, -10, -1
- COc1ccc(CN(C(=O)CNC(=O)c2ccco2)C(C(=O)NC2CCCC2)c2ccco2)cc1 (stereo not given)
 : -1, 1, 9, 1, ., 1, 4, 0.2, 1, -9
- COc1ccccc1N(CC(=O)Nc1cccc(C(F)(F)F)c1)S(C)(=O)=O
 : 14, 13, 1, -10, 0.5, 4, 4, -2.0, 3, 13
- O=C(CSCc1cnn(-c2ccccc2)c1-n1cccc1)N1CCN(Cc2ccccc2)CC1
 : 10, -11, 12, -1, ., -2, 32, 3.6, -2, 35
- Cc1cc(C)c(S(=O)(=O)Nc2cc(SCC(=O)O)c(O)c3ccccc23)cc1C
 : ., 5, 8, ., ., 5, ., ., -179, -4
- COc1ccc(C2C(C(=O)c3sc(C)nc3C)=C(O)C(=O)N2CCN2CCOCC2)cc1 (stereo not given)
 : 19, 11, -6, -2, ., -3, -2, i, ., -9
- Cc1cc([N+](=O)[O-])ccc1P(=O)(O)c1ccc([N+](=O)[O-])cc1C
 : 8, 3, -14, -5, 0.6, ., 1, 1.2, ., .
- COCCOC(=O)C(C#N)c1nc2ccccc2nc1N1CCN(Cc2ccccc2)CC1 (stereo not given)
 : ., -12, 18, ., ., -1, -4, 0.0, -4, 8
- CCCCN(CC)Cc1ccc(CNC(=S)Nc2ccccc2F)o1
 : 10, 5, 2, -6, -0.3, -3, -2, -0.4, 5, 7
- COc1ccccc1N1C(=O)CC(c2ccccc2)CC1=O
 : 5, 8, -5, 2, -0.6, ., 2, -0.5, -12, .
- CN(C)CCCNC(=S)N1CCC(C(=O)c2ccc(Cl)cc2)CC1
 : -2, 1, ., -5, 1.2, ., -4, -0.5, ., .
- NCCCC[C@@H]1NC(=O)c2cc([N+](=O)[O-])cc(I)c2SC[C@@H](C(N)=O)NC(=O)[C@H](CCC(N)=O)NC1=O
 : 3, -1, -12, -33, 0.4, -6, 5, i, 2, 12
- COC(=O)C1=NNC2(C)C(=O)N(c3ccc(C)cc3)C(=O)C12 (stereo not given)
 : -11, -2, -12, 0, 1.8, 6, 19, i, -4, 9
- COCCN(CCOC)c1nc(S(=O)(=O)c2ccc(C)cc2)c(Cl)s1
 : 5, 1, -16, 14, ., 0, 15, ., 1, 6

Reprinted from the part before: 2 compounds; new compounds follow.
Values in the order – CCHFV vOTU inh, MazEF act, SSB-PriA inh, PrPC surface inh, TcdB inh, SARS 3CLpro inh, Yp Topo-I inh, Vc quorum ag, Rv3671c inh, VHR inh abs
- COC(=O)C1=NNC2(C)C(=O)N(c3ccc(C)cc3)C(=O)C12 (stereo not given)
 : -11, -2, -12, 0, 1.8, 6, 19, i, -4, 9
- COCCN(CCOC)c1nc(S(=O)(=O)c2ccc(C)cc2)c(Cl)s1
 : 5, 1, -16, 14, ., 0, 15, ., 1, 6
- COC(=O)C1=C(C)Nc2c(c(=O)n(C)c(=O)n2C)C1c1ccc(C)cc1 (stereo not given)
 : -6, 5, -5, -1, -2.1, 1, 3, -1.3, 1, -2
- CC1CN(C(=O)c2cc(F)c(F)cc2Cl)CC(C)O1 (stereo not given)
 : 0, 12, -10, 13, ., -8, 6, i, 3, .
- COc1ccc(Cc2c[nH]c(=O)[nH]c2=O)cc1
 : 13, 1, -5, -6, ., 0, -2, 1.6, -7, -7
- COc1cc(C2Nc3c(F)cccc3C3C=CCC32)cc(Br)c1OC (stereo not given)
 : 12, 5, -10, 6, 1.4, 1, -3, -0.5, 4, 19
- O=S(=O)(NCCSc1nnnn1-c1ccccc1)c1cccs1
 : 4, -6, -2, 0, ., 1, 6, -0.5, -3, 13
- CC(OC(=O)C1CC(=O)N(Cc2ccco2)C1)C(=O)Nc1ccc(F)cc1Cl (stereo not given)
 : 6, -3, 4, 5, -0.2, ., 1, i, -5, .
- COc1cccc(OC)c1C(=O)Nc1ccc2nc(C)c(C)nc2c1
 : 2, 8, 2, -6, 0.4, -2, 0, -2.3, 10, -8
- Cc1cc(/C=N/NC(N)=S)c(C)n1-c1ccc(Cl)c(Cl)c1
 : -1, -10, ., 3, 0.8, -4, 10, -0.2, 5, 3
- CCC(C)NC(=O)CSc1nnc(-c2ccc(OC)c(OC)c2)c(-c2ccc(OC)c(OC)c2)n1 (stereo not given)
 : -3, 6, 4, -11, 0.5, 0, 2, i, -2, -5
- CC1(C)CC(=O)C2=C(C1)NC(Nc1nc3ccccc3o1)=NC2c1ccccn1 (stereo not given)
 : 20, 4, -6, -4, 1.4, -1, 0, i, 4, 8
- CCOC(=O)N1CCN(Cc2nc(C3CC3)no2)CC1
 : 9, 3, -6, 0, 0.4, -5, 5, i, 1, 3
- O=C(O)C(Cc1ccccc1)N1Cc2ccccc2C1=O (stereo not given)
 : -6, 6, -5, 4, ., -3, 2, 0.3, -2, 16
- Cc1noc(C)c1C(=O)N1CCCC(C(=O)c2cccc(C(F)(F)F)c2)C1 (stereo not given)
 : 4, 0, -9, -6, 0.5, 2, 2, -0.2, -6, 17
- COC(=O)C1CC(=O)c2sccc2C1 (stereo not given)
 : 10, 5, -1, 2, ., 3, 1, i, -6, 4
- COc1ccc(NC(=O)CSc2nc3ccccc3cc2Cc2ccccc2)cc1
 : -15, -3, 0, -5, 1.7, -4, 6, -0.5, -5, 35
- Cc1ccc(S(=O)(=O)N2CCN(C)CC2)cc1[N+](=O)[O-]
 : ., -5, -6, ., -0.1, 3, 5, i, 5, 6
- CCn1ccnc1CN(C)Cc1cn(-c2ccccc2)nc1-c1ccc(OC)cc1F
 : 10, -1, 12, -2, 2.1, 1, -3, i, 7, -1
- COc1ccc(CCNC(=O)c2nc(-c3cccs3)no2)cc1OC
 : -5, 3, -11, 10, -0.1, 2, -1, -0.4, 1, 8

This is a subset; rates above refer to the full screens.
